Neddylation inh = cullin neddylation inhibition; TR-FRET cullin neddylation, biochemical; AID 651699; 360,000 compounds, 0.58% hits; calls only at 25 µM; in the data active means inhibition above about 36%
Target sequence (P61081 whole entry, looked up): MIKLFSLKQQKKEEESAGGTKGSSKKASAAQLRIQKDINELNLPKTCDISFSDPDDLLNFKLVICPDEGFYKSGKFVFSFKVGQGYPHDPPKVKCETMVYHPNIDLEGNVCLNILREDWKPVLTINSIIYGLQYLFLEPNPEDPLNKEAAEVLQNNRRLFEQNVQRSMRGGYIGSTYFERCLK
Target sequence (Q13564 whole entry, looked up): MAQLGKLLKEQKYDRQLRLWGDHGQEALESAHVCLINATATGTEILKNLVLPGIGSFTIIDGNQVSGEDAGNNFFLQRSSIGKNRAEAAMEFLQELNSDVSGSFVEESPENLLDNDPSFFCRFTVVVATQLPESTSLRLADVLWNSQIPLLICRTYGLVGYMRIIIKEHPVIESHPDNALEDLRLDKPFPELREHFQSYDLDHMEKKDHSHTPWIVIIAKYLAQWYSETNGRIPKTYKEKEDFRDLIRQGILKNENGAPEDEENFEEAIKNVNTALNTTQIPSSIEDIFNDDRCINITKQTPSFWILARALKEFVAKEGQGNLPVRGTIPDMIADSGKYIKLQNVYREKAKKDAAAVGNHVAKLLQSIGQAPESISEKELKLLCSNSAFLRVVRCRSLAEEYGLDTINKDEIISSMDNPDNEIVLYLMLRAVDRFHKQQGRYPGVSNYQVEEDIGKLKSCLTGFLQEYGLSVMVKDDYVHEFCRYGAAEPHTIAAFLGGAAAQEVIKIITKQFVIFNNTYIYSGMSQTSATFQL
TbMetRS inhib = blocks T. brucei methionyl-tRNA synthetase activity. AID 624268. 360,000 compounds, 0.4% hits. inhibition, % at 11.9 µM. purified T. brucei MetRS, ATP depletion, Kinase-Glo luminescence;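 active means inhibition above a per-plate cutoff of the control wells' mean inhibition plus 3 SD, cut at about 5.5% in these data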;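 further: 0% = DMSO wells median and 100% = median of wells with control inhibitor compound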
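assay system = parasite MetRS enzyme | timing = 15 min preincubation, 2 h reaction, all 25 °C | evaluation = percent inhibition relative to median high and low control wells | medium = HEPES buffer containing pyrophosphatase, BSA, spermine, DTT | compound = single dose, 11.9 µM final nominal, 0.9% final DMSO | detection = Kinase-Glo luminescence, ATP depletion format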
Scp1 inh = Scp-1 (human) phosphatase inhibition | Q9GZU7 | Recombinant Scp1, phosphopeptide, malachite green phosphate absorbance | inhibition, % at 20 µM | 340,000 compounds, 0.88% hits | AID 493091;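 active means inhibition above about 50% at 20 µM, limit read from the data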;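 further: plate controls were DMSO wells with enzyme for no effect and wells lacking enzyme for full effect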
Target sequence (Q9GZU7 76-261 limits assumed): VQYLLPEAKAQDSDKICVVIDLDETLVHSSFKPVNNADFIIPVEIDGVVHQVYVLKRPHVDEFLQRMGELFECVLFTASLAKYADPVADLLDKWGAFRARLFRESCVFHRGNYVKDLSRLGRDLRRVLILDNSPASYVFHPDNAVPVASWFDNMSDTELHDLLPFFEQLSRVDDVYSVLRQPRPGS
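assay system = SCP-1 phosphatase catalytic domain, residues 76-261 | buffer or medium = 50 mM Tris acetate pH 5.5, 0.005% Tween-20, 10 mM MgCl2 | incubation = enzyme reaction 45 min at room temperature, colour 5 min, stabilisation 30 min | signal = Phosphate-binding colour reagent, absorbance read at 630 nm | measure = % inhibition at 20 µM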
SKN-1 block = inhibitors of C. elegans SKN-1. C. elegans VP596 Pgst-4::GFP/RFP ratio, acrylamide-induced, 24 h. inhibition, % at 21.8 µM. 360,000 compounds, 0.49% hits;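 active means interference check ratio from 0.5 to 1.5 plus GFP to RFP signal ratio inhibition reaching or exceeding a fixed threshold, cut at about 30% in these data, passing the limit was not always enough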; further: some compounds called inactive have numbers as strong as hits
LMPTP block = blocks human LMPTP phosphatase. P24666. recombinant LMPTP-A, OMFP fluorogenic substrate, fluorescence intensity. inhibition, % at 20 µM. 360,000 compounds, 0.22% hits. AID 651560;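 active means compounds that cut the enzyme signal by at least half of the control window in the single-dose screen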;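 further: plate controls were DMSO wells with enzyme plus substrate for no effect and substrate without enzyme for full effect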
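Test system – LMPTP-A phosphatase enzyme · Quantity – 0.625 nM LMPTP-A final · Reagent – OMFP substrate, 400 µM final · Dosing – one test concentration per compound, 20 µM, with 3% DMSO overall · Timing – 50 min enzyme reaction at room temperature, protected from light · Detection – fluorescence intensity · Controls – substrate-only low control, DMSO enzyme-plus-substrate high control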
STEP inh = STEP (human) phosphatase inhibition; P54829; recombinant STEP, OMFP fluorogenic substrate, fluorescence; inhibition, % at 20 µM; 360,000 compounds, 0.25% hits;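 active means inhibition at 20 µM, scaled per plate between control wells, above about 37%, limit read from the data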;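 further: 0% = DMSO with enzyme and substrate and 100% = substrate only without enzyme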
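Test system: STEP tyrosine phosphatase / Reagent: OMFP at 25 µM / Doses: 20 µM, 1% DMSO / Read-out: percent inhibition scaled to no-enzyme and uninhibited-enzyme controls, plate-pattern corrected / Detection: FITC-channel fluorescence of OMFP product / Medium: Bis-Tris buffer pH 6.0, 2.5 mM DTT, 0.005% Tween 20 / Schedule: 20 min at room temperature, dark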
DNMT1 inh = DNMT1 (human) enzyme inhibition; P26358; 360,000 compounds, 0.83% hits; AID 588458; DNMT1 molecular beacon, Hinp1I cleavage, fluorescence; inhibition (reported as % activation of signal), % at 10 µM; in the data active means inhibition above about 50%
NadD inh = NadD (S. aureus) enzyme inhibition | inhibition, % at 20 µM | purified NadD enzyme, colorimetric absorbance read-out | 360,000 compounds, 0.78% hits; in the data active means inhibition above about 26%; further: some compounds past the cut are filed as inactive
SUMO1 PPI mod = modulators of human SUMO1-mediated protein-protein interactions | P63165 | AID 602429 | SUMO1 binding to a labelled peptide, TR-FRET, 1 h | inhibition, % at 20 µM | 360,000 compounds, 0.33% hits; in the data active means inhibition above about 37%
Target sequence (P63165 whole entry, looked up): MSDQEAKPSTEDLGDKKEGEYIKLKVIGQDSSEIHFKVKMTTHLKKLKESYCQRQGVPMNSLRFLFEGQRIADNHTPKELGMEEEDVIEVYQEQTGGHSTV
CendR NRP1 mod = NRP-1/CendR interaction modulation; 360,000 compounds, 0.85% hits; FAM-RPARPAR peptide binding to NRP-1, fluorescence polarization; inhibition, % at 25 µM;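 active means inhibition or corrected inhibition above about 18%, plus a signal ratio from 0.5 to 1.5, limit read from the data, passing the limit was not always enough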; further: strong numbers were not always called active
* hit, by the source's call; i = inactive; x = not tested or not shown; + = active, no number.

SMILES	Neddylation inh	TbMetRS inhib	Scp1 inh	SKN-1 block	LMPTP block	STEP inh	DNMT1 inh	NadD inh	SUMO1 PPI mod	CendR NRP1 mod
CC1=C(C(=O)N(C(C)C)C(C)C)CC(CC(=O)NCCN2CCOCC2)C(=O)N1Cc1ccc(C(C)(C)C)cc1 (centres undefined)	i	-0.9	x	2	-1.6	-2	1	-9	-2	3
COc1cccc2cc(C(=O)Nc3cc(Cl)ccc3N3CCOCC3)c(=O)oc12	i	-0.7	-6	20	0.5	3	55*	-2	2	0
C=CCOc1cccc(CNCc2cccnc2)c1	i	-1.7	0	-2	-3.3	-10	3	-2	-1	1
COc1ccc(CNS(=O)(=O)c2ccc(N3CCCC3)cc2Br)cc1	i	-0.7	-9	-5	1.3	-1	1	-10	3	-4
COc1ccc(C(=O)N2CCSCC2)cc1OC1CCN(C(C)=O)CC1	i	-0.4	-4	6	-1.8	-1	1	-6	-2	5
CC(=O)Nc1ccc(NC(=O)CSc2nnc(COc3ccccc3C)n2CC2CCCO2)cc1 (centres undefined)	i	-1.3	6	-8	-1.9	-2	4	-1	-1	8
COc1ccc(/C=C(/C#N)C(=O)Nc2cccnc2)cc1OC	i	0.1	-2	3	0.8	-1	-2	-3	-14	-14
O=C(Nc1c2c(nn1-c1cccc(Cl)c1)CS(=O)(=O)C2)c1ccc2c(c1)OCO2	i	-0.1	-2	12	0.0	10	-3	-3	-3	2
O=C(Nn1c(-c2ccc(Br)cc2)nc2ccccc2c1=O)c1ccncc1	i	-0.1	-3	8	-1.1	0	0	-3	3	6
COc1ccccc1C(=O)Nc1ccnn1C1CCN(Cc2ccn[nH]2)CC1	i	0.3	-7	4	-2.0	0	-1	2	6	3
Cc1nn(-c2ccc([N+](=O)[O-])cc2)c2c1C(c1ccc(OC(F)F)cc1)N1C(=N2)C(=O)Nc2ccccc21 (centres undefined)	i	-0.7	-8	6	5.8	3	-3	3	-8	-22
O=C(NCCN1CCCC(O)C1)c1cc(COc2cccc(C(F)(F)F)c2)on1 (centres undefined)	i	0.2	x	-2	0.3	2	3	-1	1	5
COc1ccc(-c2nn(C)c(=O)c3ccccc23)cc1NC(=O)Cn1nc(-c2ccccc2)c2ccccc2c1=O	i	-0.1	-7	-5	2.6	4	-10	13	0	1
COc1ccc(S(=O)(=O)Nc2ccc3c(c2)OCO3)cc1	i	0.2	8	3	-0.3	3	-2	-5	1	5
O=[N+]([O-])c1nn(-c2ccc(Cl)cc2)n(O)c1=NCc1ccccc1	i	-0.7	-6	11	-1.6	-1	5	-4	-35	1
COc1cccc(C(=O)N(CN2CCCC2=O)c2cc(C)on2)c1	i	0.0	-7	15	-0.6	-1	0	0	-2	4
Cn1ncc([N+](=O)[O-])c1C(=O)Nc1ccc(-c2nc3ccccc3[nH]2)cc1	i	3.0	-3	9	1.3	0	3	-3	-8	-6
CCCCCN1CC(=O)N2[C@@H](Cc3c([nH]c4ccccc34)C2(C)C)C1=O	i	-1.4	3	2	2.0	-1	-2	-1	-1	-1
N#Cc1ccc(CSc2nnc(NC(=O)C3CC(=O)N(c4ccc5c(c4)OCCO5)C3)s2)cc1 (centres undefined)	i	-0.7	3	8	-1.4	0	2	-1	5	-2
CCOC(=O)N/N=C\c1cccc(OC)c1OC/C=C/c1ccccc1	i	0.3	-5	-2	0.1	1	-2	-4	-1	8
CCc1cccc(OCCCCN(CC)CC)c1	i	0.1	-5	-5	0.2	0	55*	-1	1	6
COc1ccc(S[C@@H](CCN2CC[C@H](NC(=O)OCc3ccccc3)CCC2=O)c2ccccc2)cc1	i	-0.1	24	6	7.5	1	-7	-1	1	4
CN(C)S(=O)(=O)Oc1cccc(C(=O)Nc2ccccc2Cl)c1	i	-0.6	-10	14	-0.5	-1	-3	0	-2	7
COc1cccc(CNC(=S)NC2CC2)c1	i	-0.4	-9	-10	0.4	-4	-1	-6	0	-2
Cc1ccn2c(=O)c(C(=O)NCCCN3CCCCC3C)c(O)nc2c1 (centres undefined)	+	-0.6	-8	-9	-2.3	0	3	0	6	4
CCc1ccc(NC(=O)C2=CC(c3ccc(OC)c(OC)c3)=NS(=O)(=O)N2C)cc1	i	-0.5	-14	4	2.7	-1	0	-6	-18	-8
COc1cc(C(=O)NCC(c2cccnc2)N2CCN(c3ccccc3)CC2)cc(OC)c1OC (centres undefined)	i	-0.4	-11	-14	-3.2	-2	1	3	2	-2
CC1=N/C(=C\c2ccc(OC(C)C)cc2)C(=O)N1c1ccc(C(=O)O)cc1	i	-0.7	-1	-3	-1.5	0	0	5	-19	-21
COc1cc(C(=O)N2CCN(c3ccccc3)CC2)c2ccccc2n1	i	0.3	-5	1	-0.6	2	6	0	0	16
CCN(CC(=O)Nc1ccc(NC(C)=O)cc1)C(=O)CCCOc1ccc(C(C)(C)C)cc1	i	-0.5	-8	-1	0.8	0	1	-5	5	-2
O=C(Nc1cccc(Oc2ccccc2)c1)C1Cc2c(-c3ccco3)ccnc2O1 (centres undefined)	i	-0.3	x	1	4.4	2	46	5	0	1
O=c1[nH]c(/C(=N\O)c2ccccc2)no1	i	-0.3	10	4	0.3	-2	-1	11	-15	9
Nc1ccc(CCc2ccc(N)cc2)cc1	i	0.3	4	20	-0.7	3	0	-3	5	12
O=C(COc1ccc(S(=O)(=O)NC2CCCCC2)cc1)NC1CC1	i	-0.4	0	-9	2.9	0	-3	0	-3	-6
O=C(NCCNc1ccc([N+](=O)[O-])cc1)c1cc(F)c(F)cc1Cl	i	0.4	-11	0	0.1	-2	-1	-2	-22	10
COc1ccccc1N1CCN(C2CCCN(C(=O)c3oc(C)cc3C)C2)CC1 (centres undefined)	i	-1.1	7	-6	-0.2	-1	0	-2	3	8
CCc1c(O)nc(SC2CC(=O)N(c3ccc(F)c(Cl)c3)C2=O)[nH]c1=O (centres undefined)	i	-1.3	-5	7	-1.0	-4	3	3	3	-12
COc1ccc2[nH]cc(C(=O)NCCc3ccccc3)c(=O)c2c1	i	-0.5	-5	1	1.4	1	1	-1	1	-11
CCOC(=O)c1c(-c2ccccc2)csc1NC(=O)CSc1nc(N)cc(N)n1	i	-0.2	4	6	2.2	0	-4	6	5	-4
CCN1C(=O)[C@@H]2[C@@H](c3ccc(-c4cccc(Cl)c4)cc3)N3CCC[C@@]3(C(=O)OC)[C@@H]2C1=O	i	-0.3	-2	-10	1.1	1	-5	-2	0	-13
CC(=O)Nc1cc(-c2ccc(C(=O)N3CCOCC3)cc2)cn2c(-c3ccc(F)cc3)cnc12	i	-0.1	x	10	1.1	-2	-4	2	-18	-20
Cc1nc(-c2ccccc2)nc2sc(C(=O)c3ccc(F)cc3)c(N)c12	i	-0.1	-15	2	1.4	-1	11	3	-3	-19
CCN(CC)CCNC(=S)Nc1ccc(F)cc1	i	-0.5	-1	0	-1.9	2	0	10	-3	4
Cc1ccc(C)c(N2CCN(C(=O)CCc3nc(-c4ccc(F)cc4)no3)CC2)c1	i	-0.1	1	10	2.7	4	2	2	-1	12
CCOC(=O)Cc1csc(NC(=O)C(C)Oc2ccc3c(C)cc(=O)oc3c2)n1 (centres undefined)	i	-0.9	5	-7	-0.5	-5	0	-6	2	-13
CCN(CC)S(=O)(=O)c1ccc(NC(=O)Cc2cccs2)cc1	i	-0.5	20	8	4.6	1	14	-3	-1	-3
O=C(COC(=O)c1ccc(Cl)nc1)Nc1cccnc1Cl	i	-0.3	13	2	-0.8	3	9	-3	4	-5
CN1OC[C@@H]2CN(S(=O)(=O)c3ccccc3)[C@H](c3ccc(-n4ccnc4)cc3)C[C@@H]21	i	-0.7	x	23	-2.0	-1	1	-7	3	13
CNc1snc(C)c1C(=O)OCC(=O)c1ccc(OC)c(F)c1	i	-0.3	-8	-8	-1.3	-2	-2	-1	2	5
CC(C)NC(=S)N1CCN(C(c2ccccc2)c2ccccc2)CC1	i	-0.2	-10	13	0.4	1	-4	3	-2	-11

The final 5 records of the section above lead into the next.
SMILES	Neddylation inh	TbMetRS inhib	Scp1 inh	SKN-1 block	LMPTP block	STEP inh	DNMT1 inh	NadD inh	SUMO1 PPI mod	CendR NRP1 mod
CCN(CC)S(=O)(=O)c1ccc(NC(=O)Cc2cccs2)cc1	i	-0.5	20	8	4.6	1	14	-3	-1	-3
O=C(COC(=O)c1ccc(Cl)nc1)Nc1cccnc1Cl	i	-0.3	13	2	-0.8	3	9	-3	4	-5
CN1OC[C@@H]2CN(S(=O)(=O)c3ccccc3)[C@H](c3ccc(-n4ccnc4)cc3)C[C@@H]21	i	-0.7	x	23	-2.0	-1	1	-7	3	13
CNc1snc(C)c1C(=O)OCC(=O)c1ccc(OC)c(F)c1	i	-0.3	-8	-8	-1.3	-2	-2	-1	2	5
CC(C)NC(=S)N1CCN(C(c2ccccc2)c2ccccc2)CC1	i	-0.2	-10	13	0.4	1	-4	3	-2	-11
Cc1cc(NC(=O)CSc2ccc(-c3cccc([N+](=O)[O-])c3)nn2)no1	i	0.1	-12	-1	-0.9	4	2	-2	-7	4
CCOCc1cc(C2NC(=O)NC(C)=C2C(=O)OCC)ccc1OC (centres undefined)	i	-1.1	-10	4	0.4	1	3	-2	2	-6
O=C(c1nn2c(C(F)(F)F)cc(-c3ccccc3)nc2c1Cl)N1CCN2CCCC2C1 (centres undefined)	i	-0.3	-5	15	-0.3	1	2	-6	-14	-10
COc1cc2nc(N(CCN(C)C)C(=O)c3ccc(S(=O)(=O)N(C)CC4CCCO4)cc3)sc2cc1OC (centres undefined)	i	-0.3	-2	7	-7.2	-1	-1	7	-29	12
O=C(N/C(=C/C=C\c1ccccc1)C(=O)N1CCOCC1)c1ccc(Br)cc1	i	0.7	-8	-5	0.0	-4	0	3	-19	2
CSc1n[nH]c(=O)n1C1CCCCC1	i	0.1	-7	1	-2.9	2	1	-2	-2	-8
COc1ccc(CNC(=O)COc2ccc(Br)c(C)c2)cc1	i	-0.5	-14	-3	1.6	1	0	-4	5	2
CCCCC1CN2CCc3c([nH]c4ccccc34)C2(C)C1 (centres undefined)	i	0.3	-7	30	-1.3	0	-5	-9	-3	-10
O=S(=O)(NCc1ccc(F)cc1)c1ccccc1Br	i	-0.3	-6	-5	-0.2	0	0	-10	5	8
COc1ccc(N2CCN(C3CCCN(C(=O)c4ccoc4)C3)CC2)cc1 (centres undefined)	i	-0.5	-4	4	0.3	4	5	5	3	10
Cc1c(-c2nc(-c3cccnc3)no2)cccc1[N+](=O)[O-]	i	-0.1	-1	42*	-1.3	0	1	-4	-6	2
